STK33 kin inh: human STK33 kinase inhibition; Q9BYT3; ADP-Glo luminescence, MBP substrate; inhibition, % at 12.5 µM; 27,000 tested, 0.44% active; AID 2322; in the data active means inhibition above about 20%; inconclusive means no clear call, values can overlap the other calls
Target sequence (Q9BYT3 whole entry, looked up): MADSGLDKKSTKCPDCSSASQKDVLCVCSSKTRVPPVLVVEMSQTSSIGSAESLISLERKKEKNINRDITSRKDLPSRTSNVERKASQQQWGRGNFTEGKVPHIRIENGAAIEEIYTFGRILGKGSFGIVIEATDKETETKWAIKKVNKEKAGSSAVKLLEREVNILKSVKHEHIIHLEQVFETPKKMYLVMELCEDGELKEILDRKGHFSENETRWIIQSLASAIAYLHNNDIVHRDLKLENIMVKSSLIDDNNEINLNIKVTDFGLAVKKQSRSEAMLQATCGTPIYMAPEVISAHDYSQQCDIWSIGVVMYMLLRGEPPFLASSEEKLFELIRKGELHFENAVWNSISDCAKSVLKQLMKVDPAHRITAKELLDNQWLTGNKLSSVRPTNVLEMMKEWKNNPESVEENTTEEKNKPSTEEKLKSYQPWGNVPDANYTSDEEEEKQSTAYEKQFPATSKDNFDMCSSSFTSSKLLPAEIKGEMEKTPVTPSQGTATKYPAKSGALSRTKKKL
p53 PUMA act: mutant p53 pathway reactivation; AID 624151; SW480 PUMA-promoter luciferase; 28,000 tested, 1.5% active; activation, % at 9.98 µM; in the data active means activation above about 52%; inconclusive means no clear call, values can overlap the other calls
Starred values were filed as active, the others as inactive; u = inconclusive; x = no result given; & = joins results of further samples.

structure	STK33 kin inh	p53 PUMA act
C[C@H](CO)N1C[C@H](C)[C@H](CN(C)C(=O)Nc2cccc3ccccc23)Oc2ccc(NC(=O)Nc3ccc(C(F)(F)F)cc3)cc2CC1=O	3	x
Cc1noc(C)c1NC(=O)Nc1ccc2c(c1)C(=O)N([C@@H](C)CO)C[C@H](C)[C@H](CN(C)C)OCCCC[C@@H](C)O2	x	-2
Cc1noc(C)c1NC(=O)Nc1ccc2c(c1)C(=O)N([C@@H](C)CO)C[C@H](C)[C@H](CN(C)CC1CCCCC1)O2	0	x
CO[C@@H]1[C@@H](OC(N)=O)[C@@H](O)C(Oc2ccc3c(O)c(NC(=O)c4ccc(O)c(CC=C(C)C)c4)c(=O)oc3c2C)OC1(C)C (some centres not stated)	1	3
c1ccc2oc(C3=NCCN3)cc2c1	x	8
CCCCC[C@H](O)/C=C/[C@@H]1[C@H]2C/C(=C/CCCC(=O)O)O[C@H]2C[C@H]1O	x	-16
COc1cc(O)c(CCO)c2c1C(=O)C[C@@H](C)O2	0	0
Cc1cc(NC(=O)CSc2nnnn2-c2ccccc2)ccc1Cl	-1	-12

Following part:
structure	STK33 kin inh	p53 PUMA act
C[C@H]1CN([C@@H](C)CO)C(=O)Cc2cc(NS(=O)(=O)c3ccccc3)ccc2O[C@@H]1CN(C)S(=O)(=O)c1ccc(F)cc1	-1	3
C[C@H](CO)N1C[C@H](C)[C@H](CN(C)S(=O)(=O)c2ccc(F)cc2)Oc2ccc(NC(=O)CCN3CCOCC3)cc2CC1=O	3	x
C[C@@H]1CN([C@@H](C)CO)C(=O)c2cccc(NC(=O)NC3CCCCC3)c2O[C@@H]1CN(C)Cc1ccc(C(=O)O)cc1	x	4
C[C@@H]1CN([C@H](C)CO)C(=O)CCCn2cc(nn2)CO[C@H]1CN(C)Cc1ccccc1	-5	3
C[C@@H]1CN([C@H](C)CO)C(=O)Cc2cc(NS(C)(=O)=O)ccc2O[C@H]1CN(C)C(=O)Nc1ccc(C(F)(F)F)cc1	-5	6
CC(C)NC(=O)N(C)C[C@@H]1OCc2cn(nn2)CCCC(=O)N([C@@H](C)CO)C[C@@H]1C	8	3
COC(=O)CSc1nnc(C2COc3ccccc3O2)n1-c1ccccc1 (configuration not stated)	2	-11
O=C(Cc1ccccc1[N+](=O)[O-])Nc1ccccc1C(=O)N1CCOCC1	4	-6

Continuation.
structure	STK33 kin inh	p53 PUMA act
CC(=O)OCC1(C)CC2[C@]3(CO[C@@]24CCC2[C@@]5(C)CC[C@H](O[C@@H]6OC[C@@H](O)[C@H](O)[C@H]6O)[C@@](C)(CO)C5CC[C@@]2(C)[C@]4(C)C[C@H]3O)[C@@H](O)C1 (some centres not stated)	-3	x
C[C@@H]1CN([C@@H](C)CO)C(=O)Cc2cc(NC(=O)C3CC3)ccc2O[C@H]1CN(C)S(=O)(=O)c1cn(C)cn1	x	-3
C[C@@H]1CN([C@@H](C)CO)C(=O)c2cccc(NC(=O)Nc3ccc(F)cc3)c2O[C@@H]1CN(C)S(C)(=O)=O	1	x
C[C@H](CO)N1C[C@H](C)[C@H](CN(C)Cc2ccncc2)Oc2c(NC(=O)NC3CCCCC3)cccc2C1=O	x	8
C[C@@H]1CN([C@H](C)CO)C(=O)Cc2cc(N(C)C)ccc2O[C@@H]1CN(C)C(=O)Nc1cccc2ccccc12	2	1
COc1cccc(S(=O)(=O)N(C)C[C@@H]2Oc3ncc(Br)cc3C(=O)N([C@H](C)CO)C[C@@H]2C)c1	-1	x
O=C(/C=C/c1ccc(O)c(O)c1)OCCc1ccccc1	1	42&44
C[C@@H]1CN([C@H](C)CO)C(=O)c2cc(NC(=O)CCCN(C)C)ccc2O[C@H]1CN(C)S(=O)(=O)c1cccs1	1	x

Continuation.
structure	STK33 kin inh	p53 PUMA act
Cc1cc(N(CC(=O)Nc2ccc(Cl)c(Cl)c2)S(C)(=O)=O)ccc1Br	-3	-14
COc1ccc(NC(=O)Nc2ccc3c(c2)C(=O)N([C@H](C)CO)C[C@H](C)[C@H](CN(C)S(=O)(=O)c2ccc(F)cc2)O3)cc1	-5	x
Cc1ccc(-c2nc(Nc3ccccc3F)sc2C)cc1	x	u
CC(C)(C)c1cn2c3ccccc3nc2n1CCCN1CCCCC1	-3	0
Cc1ccc(S(=O)(=O)Nc2ccc3c(c2)C(=O)N([C@H](C)CO)C[C@H](C)[C@@H](CN(C)CC2CCCCC2)O3)cc1	-4	x
C[C@H](CO)N1C[C@H](C)[C@H](CN(C)C)OCCCC[C@H](C)Oc2ccc(NC(=O)Nc3ccccc3)cc2C1=O	x	6
C[C@@H]1CN([C@H](C)CO)S(=O)(=O)c2ccc(C3=CCCCC3)cc2O[C@@H]1CN(C)Cc1ccccc1	x	-33
C[C@H]1CN([C@@H](C)CO)C(=O)c2cccc(NC(=O)C3CCOCC3)c2O[C@H]1CN(C)C(=O)Nc1ccc2c(c1)OCO2	x	8

Continuation.
structure	STK33 kin inh	p53 PUMA act
COc1ccc([N+](=O)[O-])cc1N(CC(=O)N1CCCCC1)S(C)(=O)=O	-1	7
O=C(Nc1cccc(C(F)(F)F)c1)Nc1cc(Cl)ccc1C(=O)O	-4	1
CCCc1cc(=O)oc2cc(OCC(=O)Nc3ccc4c(c3)OCCO4)ccc12	-2	2
Cc1ccc(-c2nnc(SCC(=O)Nc3ccc(Br)c(C)c3C)o2)cc1	2	5
C[C@@H]1CN([C@@H](C)CO)C(=O)c2cc(NS(=O)(=O)c3cccs3)ccc2O[C@@H](C)CCCCO[C@@H]1CN(C)C	x	-3
COCCNS(=O)(=O)c1cc([N+](=O)[O-])ccc1C	2	1
Cc1cc(C#N)c2c(C)ccc(C(C)C)cc1-2	x	-8
CCOC(=O)C1CCCCN1Cc1cccc(OC)c1OC (configuration not stated)	-4	8

The list goes on.
structure	STK33 kin inh	p53 PUMA act
NNC(=O)c1cc2c(s1)-c1ccccc1CC2	15	x
COc1cccc(OC)c1C(=O)Nc1cccc(-c2nc3ncccc3o2)c1	8	49
NCCCC[C@H](N)C(=O)N[C@@H](Cc1ccccc1)C(=O)N[C@@H](Cc1ccc(O)cc1)C(=O)O	3	2
COc1ccc(NC(=O)Nc2ccc3c(c2)CC(=O)N([C@H](C)CO)C[C@@H](C)[C@H](CN(C)Cc2ccc(-c4ccccc4)cc2)O3)cc1	3	x
Cc1noc(C)c1NC(=O)Nc1cccc2c1O[C@@H](CN(C)Cc1ccc(C(F)(F)F)cc1)[C@@H](C)CN([C@H](C)CO)C2=O	x	4
C[C@@H]1CN([C@H](C)CO)C(=O)c2cc(NC(=O)C3CC3)ccc2O[C@H]1CN(C)Cc1ccc(Oc2ccccc2)cc1	0	x
Cc1cc(C)nc(/N=C2\NC(=O)CC(C(=O)O)N2c2cccc(C(F)(F)F)c2)n1 (configuration not stated)	1	-2
COc1ccc(NC(=O)Nc2ccc3c(c2)C(=O)N([C@H](C)CO)C[C@H](C)[C@H](CN(C)S(=O)(=O)c2ccc(C)cc2)OCCCC[C@@H](C)O3)cc1	1	x

Other results:
structure	STK33 kin inh	p53 PUMA act
C[C@H]1CN([C@@H](C)CO)S(=O)(=O)c2ccc(/C=C/c3ccccc3)cc2O[C@@H]1CN(C)C(=O)c1ccccc1	x	-25
C[C@H](CO)N1C[C@H](C)[C@H](CN(C)Cc2ccc(-c3ccccc3)cc2)Oc2ccc(NS(=O)(=O)c3cccs3)cc2C1=O	x	13
COc1ccc(CN(C)C[C@H]2Oc3c(NC(=O)Nc4ccc(OC)cc4)cccc3C(=O)N([C@H](C)CO)C[C@@H]2C)cc1	x	2
COc1ccc(C(=O)NCCn2cc(SCC(=O)N3CCCCC3)c3ccccc32)cc1	x	13
COc1cccc(-c2cnc3c(c2)C(=O)N([C@@H](C)CO)C[C@H](C)[C@@H](CN(C)Cc2cccnc2)O3)c1	x	10
O=C(NCc1ccco1)c1ccccc1NC(=O)C1CC(=O)N(c2ccc(Cl)cc2)C1 (configuration not stated)	-3	-9
C[C@@H]1CN([C@H](C)CO)C(=O)Cc2cc(NC(=O)CCC(F)(F)F)ccc2O[C@@H]1CN(C)C	-4	-4
CCCN(Cc1cc2cccc(C)c2[nH]c1=O)C(=O)c1cccc(Cl)c1	-1	-10

Other records:
| Compound | STK33 kin inh | p53 PUMA act |
| --- | --- | --- |
| Cc1cc(NS(=O)(=O)c2ccc(NS(=O)(=O)c3cccs3)cc2)nc(C)n1 | -1 | 4 |
| COc1cc(S(=O)(=O)NCc2ccccn2)c(OC)cc1Cl | -4 | 9 |
| C[C@H]1CN([C@@H](C)CO)S(=O)(=O)c2ccc(Br)cc2O[C@@H]1CN(C)C | x | 0 |
| COc1ccc(S(=O)(=O)N(C)C[C@@H]2Oc3ccc(NC(=O)c4ccncc4)cc3C(=O)N([C@@H](C)CO)C[C@@H]2C)cc1 | -2 | 8 |
| CCOc1ccc2nc(SCC(=O)Nc3ccc4c(c3)OCCO4)sc2c1 | -2 | 7 |
| Clc1ccc(N2CCN(Cc3c[nH]c4ncccc34)CC2)cc1 | 0 | 9 |
| C[C@H](CO)N1C[C@H](C)[C@H](CN(C)S(=O)(=O)c2ccccc2)Oc2ccc(NC(=O)CCN3CCOCC3)cc2CC1=O | 1 | 1 |
| O=C(CSc1ncnc2scc(-c3ccc(Cl)cc3)c12)NCC1CCCO1 (configuration not stated) | -1 | 12 |
| C[C@@H]1CCCCO[C@H](CN(C)Cc2ccc(C(=O)O)cc2)[C@@H](C)CN([C@H](C)CO)C(=O)c2cc(NC(=O)c3ccncc3)ccc2O1 | -1 | 1 |
| C[C@H](CO)N1C[C@H](C)[C@@H](CN(C)S(=O)(=O)c2cccs2)Oc2ccc(NC(=O)CCCN(C)C)cc2C1=O | x | 6 |
| C[C@H](CO)N1C[C@H](C)[C@H](CN(C)C)Oc2cc(C#Cc3ccccc3)ccc2S1(=O)=O | x | -17 |
| O=C(NCCc1c[nH]c2ccccc12)NC12CC3CC(CC(C3)C1)C2 | -6 | 28 |

Reprinted at random: 7 records from the list.
| Compound | STK33 kin inh | p53 PUMA act |
| --- | --- | --- |
| C[C@@H]1CN([C@H](C)CO)C(=O)Cc2cc(N(C)C)ccc2O[C@@H]1CN(C)C(=O)Nc1cccc2ccccc12 | 2 | 1 |
| COc1ccc(CN(C)C[C@H]2Oc3c(NC(=O)Nc4ccc(OC)cc4)cccc3C(=O)N([C@H](C)CO)C[C@@H]2C)cc1 | x | 2 |
| C[C@@H]1CN([C@@H](C)CO)C(=O)Cc2cc(NC(=O)C3CC3)ccc2O[C@H]1CN(C)S(=O)(=O)c1cn(C)cn1 | x | -3 |
| O=C(NCc1ccco1)c1ccccc1NC(=O)C1CC(=O)N(c2ccc(Cl)cc2)C1 (configuration not stated) | -3 | -9 |
| CCOC(=O)C1CCCCN1Cc1cccc(OC)c1OC (configuration not stated) | -4 | 8 |
| Cc1cc(C#N)c2c(C)ccc(C(C)C)cc1-2 | x | -8 |
| O=C(CSc1ncnc2scc(-c3ccc(Cl)cc3)c12)NCC1CCCO1 (configuration not stated) | -1 | 12 |

(cont.)
| Compound | STK33 kin inh | p53 PUMA act |
| --- | --- | --- |
| COc1ccc(CN(C)C[C@@H]2OCCCC[C@H](C)Oc3ccc(NC(=O)C4CCCCC4)cc3C(=O)N([C@H](C)CO)C[C@@H]2C)cc1 | x | 6 |
| C[C@@H]1CN([C@H](C)CO)C(=O)c2cc(C#CC3(O)CCCC3)cnc2O[C@@H]1CN(C)S(=O)(=O)c1ccccc1 | x | -2 |
| CC(C)NC(=O)Nc1ccc2c(c1)C(=O)N([C@H](C)CO)C[C@H](C)[C@@H](CN(C)Cc1ccc(Cl)c(Cl)c1)OCCCC[C@@H](C)O2 | -3 | x |
| C[C@H](CO)N1C[C@H](C)[C@H](CN(C)CC2CC2)Oc2ccc(NC(=O)c3ccncc3)cc2C1=O | -4 | 5 |
| CC(C)Cc1cnc(CCC(N)=O)c(=O)[nH]1 | -1 | 1 |
| COc1ccc(NC(=O)CSc2nnc(C)s2)c([N+](=O)[O-])c1 | -2 | 2 |
| CN1C2=C(C(=O)CC(C)(C)C2)C(c2ccccc2OCC(=O)Nc2ccc(F)cc2)C2=C1CC(C)(C)CC2=O | 0 | 10 |
| C=C[C@](C)(O)CC[C@H]1C(C)=CC(=O)[C@H]2C(C)(C)CCC[C@]12C | 1 | 17 |
| C[C@@H]1CCCCO[C@@H](CN(C)Cc2ccccc2)[C@@H](C)CN([C@@H](C)CO)C(=O)c2cc(NS(C)(=O)=O)ccc2O1 | x | -5 |
| COCC#Cc1cnc2c(c1)C(=O)N([C@@H](C)CO)C[C@@H](C)[C@H](CN(C)C(=O)c1cccc(F)c1)O2 | x | 5 |
| C[C@H](CO)N1C[C@H](C)[C@H](CN(C)Cc2ccc(Cl)c(Cl)c2)Oc2ccc(NS(=O)(=O)c3ccccc3)cc2CC1=O | 9 | x |
| Cc1noc(C)c1NC(=O)N(C)C[C@H]1Oc2ccc(NC(=O)C3CC3)cc2CC(=O)N([C@H](C)CO)C[C@@H]1C | x | -9 |

Additional structures follow:
| Compound | STK33 kin inh | p53 PUMA act |
| --- | --- | --- |
| C=CCOC(=O)[C@H]1[C@@H]2C(=O)O[C@@H](c3ccccc3)[C@@H](c3ccccc3)N2[C@@H](c2ccc(OCCOC(=O)[C@@H]3C[C@@H]4C(=O)N5CCC[C@H]5C(=O)N4[C@@H]3c3ccc(O)cc3)cc2)[C@]12C(=O)Nc1ccc(I)cc12 | 16 | x |
| COC(=O)c1ccccc1NC(=O)CSc1nnnn1-c1cccc2ccccc12 | -2 | 10 |
| CC(C)NC(=O)Nc1ccc2c(c1)C(=O)N([C@H](C)CO)C[C@H](C)[C@@H](CN(C)C(=O)CCCN(C)C)OCCCC[C@@H](C)O2 | -5 | 11 |
| COc1cc([C@H]2OC[C@H]3[C@@H]2CO[C@@H]3c2ccc(OC)c(OC)c2)ccc1O | -3 | 2 |
| C[C@@H]1CCCCO[C@@H](CN(C)C(=O)c2ccccc2)[C@@H](C)CN([C@H](C)CO)C(=O)c2cc(NC(=O)c3ccncc3)ccc2O1 | 1 | x |

Bioassay records as filed in PubChem.

This is a subset; count on the stated rates, not on these rows.
